LMPTP block: LMPTP (human) inhibition; recombinant LMPTP-A, OMFP fluorogenic substrate, fluorescence intensity; inhibition, % at 20 µM; AID 651560; 360,000 compounds, 0.22% hits; P24666;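 active = compounds that cut the enzyme signal by at least half of the control window in the single-dose screen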;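 note: plate controls were DMSO wells with enzyme plus substrate for no effect and substrate without enzyme for full effect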
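Assay system: LMPTP-A phosphatase enzyme | Input: 0.625 nM enzyme | Also added: Fluorogenic phosphatase substrate OMFP at 400 µM final | Compound dosing: One test concentration per compound, 20 µM, with 3% DMSO overall | Schedule: 50 min enzyme reaction at room temperature, protected from light | Signal: Fluorescence intensity | Benchmarks: no-enzyme and uninhibited controls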
MsrA inh: inhibitors of bovine MsrA | purified bovine MsrA, absorbance read-out | inhibition, % at 15.5 µM | 360,000 compounds, 0.75% hits; in the data active = inhibition above about 4.5%;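 note: 0% = vehicle wells with enzyme and 100% = reference inhibitor wells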
SUMO1 PPI mod: modulators of human SUMO1-mediated protein-protein interactions | inhibition, % at 20 µM | SUMO1 binding to a labelled peptide, TR-FRET, 1 h | 360,000 compounds, 0.33% hits | P63165 | AID 602429; in the data active = inhibition above about 37%
Scp-1 inhibitor: inhibitors of human Scp-1 phosphatase. Q9GZU7. Recombinant Scp1, phosphopeptide, malachite green phosphate absorbance. inhibition, % at 20 µM. 340,000 compounds, 0.88% hits. AID 493091;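 active = inhibition above about 50% at 20 µM, limit read from the data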;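 note: plate controls were DMSO wells with enzyme for no effect and wells lacking enzyme for full effect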
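Material: truncated SCP-1 phosphatase (76-261aa) / Buffer or medium: 50 mM Tris acetate pH 5.5, 0.005% Tween-20, 10 mM MgCl2 / Compound dosing: one concentration, 20 µM, with 1.0% DMSO / Incubation: 45 min room-temperature reaction, 5 min colour, 30 min stabiliser / Detection: colorimetric free-phosphate detection, absorbance 630 nm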
eLon inh: inhibitors of E. coli Lon protease; purified E. coli Lon protease, fluorescence polarization; inhibition, % at 7.94 µM; 360,000 compounds, 0.42% hits; AID 602123; in the data active = inhibition above about 13%, passing the limit was not always enough;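 note: 0% = enzyme with probe and DMSO and 100% = no enzyme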
CendR NRP1 mod: alters CendR peptide binding to human NRP-1 | 360,000 compounds, 0.85% hits | FAM-RPARPAR peptide binding to NRP-1, fluorescence polarization | AID 602438 | inhibition, % at 25 µM | O14786;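 active = inhibition or corrected inhibition above about 18%, plus a signal ratio from 0.5 to 1.5, limit read from the data, passing the limit was not always enough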; note: strong numbers were not always called active
MsrA act: activators of bovine methionine sulfoxide reductase A. purified bovine MsrA, absorbance read-out. activation, % at 10.6 µM. 360,000 compounds, 0.3% hits; in the data active = activation above about 7.5%;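 note: 0% = vehicle and 100% = reference activator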
Tb MetRS inh: blocks T. brucei methionyl-tRNA synthetase activity | purified T. brucei MetRS, ATP depletion, Kinase-Glo luminescence | inhibition, % at 11.9 µM | 360,000 compounds, 0.4% hits | AID 624268;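 active = inhibition above a per-plate cutoff of the control wells' mean inhibition plus 3 SD, cut at about 5.5% in these data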;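 note: 0% = DMSO wells median and 100% = median of wells with control inhibitor compound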
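Material – parasite MetRS enzyme · Medium – HEPES-MgCl2-KCl buffer plus DTT, spermine, BSA, pyrophosphatase · Reagent – ATP, methionine and E. coli bulk tRNA substrates · Times – 15 min enzyme-compound preincubation, 2 h reaction, 10 min detection, 25 °C · Measured by – luminescence of leftover ATP · Evaluation – percent inhibition relative to median high and low control wells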
DNMT1 block: blocks human DNA methyltransferase DNMT1; DNMT1 molecular beacon, Hinp1I cleavage, fluorescence; inhibition (reported as % activation of signal), % at 10 µM; 360,000 compounds, 0.83% hits; AID 588458; in the data active = inhibition above about 50%
Target sequence (P26358 504-1616 limits assumed): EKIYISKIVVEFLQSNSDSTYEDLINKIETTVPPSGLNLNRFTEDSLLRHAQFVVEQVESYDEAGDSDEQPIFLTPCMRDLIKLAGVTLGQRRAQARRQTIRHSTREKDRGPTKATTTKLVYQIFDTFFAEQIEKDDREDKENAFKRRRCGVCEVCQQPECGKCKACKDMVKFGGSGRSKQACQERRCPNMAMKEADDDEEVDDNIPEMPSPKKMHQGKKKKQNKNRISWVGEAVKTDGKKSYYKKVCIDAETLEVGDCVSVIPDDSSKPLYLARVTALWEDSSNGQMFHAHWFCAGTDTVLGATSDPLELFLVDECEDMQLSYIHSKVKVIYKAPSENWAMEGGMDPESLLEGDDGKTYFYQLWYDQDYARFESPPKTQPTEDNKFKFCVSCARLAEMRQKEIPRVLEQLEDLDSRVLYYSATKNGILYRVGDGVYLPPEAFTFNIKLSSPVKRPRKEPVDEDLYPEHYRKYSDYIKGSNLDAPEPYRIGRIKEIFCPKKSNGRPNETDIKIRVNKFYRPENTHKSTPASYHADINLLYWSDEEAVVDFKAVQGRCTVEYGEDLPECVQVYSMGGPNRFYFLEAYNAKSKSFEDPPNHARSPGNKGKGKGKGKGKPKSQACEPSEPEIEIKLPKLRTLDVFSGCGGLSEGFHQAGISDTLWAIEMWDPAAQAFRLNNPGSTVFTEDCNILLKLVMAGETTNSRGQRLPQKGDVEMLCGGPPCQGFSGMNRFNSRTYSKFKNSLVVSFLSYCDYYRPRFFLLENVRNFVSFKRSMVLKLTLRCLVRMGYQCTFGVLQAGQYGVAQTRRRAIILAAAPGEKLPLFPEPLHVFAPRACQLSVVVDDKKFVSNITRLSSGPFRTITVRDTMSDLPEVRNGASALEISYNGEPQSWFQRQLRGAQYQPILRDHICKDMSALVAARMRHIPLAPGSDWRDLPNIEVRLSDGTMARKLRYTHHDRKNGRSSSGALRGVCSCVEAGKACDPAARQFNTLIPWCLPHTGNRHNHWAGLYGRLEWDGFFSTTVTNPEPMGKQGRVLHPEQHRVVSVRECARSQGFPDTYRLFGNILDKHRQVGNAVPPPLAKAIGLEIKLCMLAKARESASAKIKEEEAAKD
STEP block: STEP (human) phosphatase inhibition. P54829. recombinant STEP, OMFP fluorogenic substrate, fluorescence. inhibition, % at 20 µM. 360,000 compounds, 0.25% hits. AID 588621;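 active = inhibition at 20 µM, scaled per plate between control wells, above about 37%, limit read from the data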;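 note: 0% = DMSO with enzyme and substrate and 100% = substrate only without enzyme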
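medium = Bis-Tris buffer pH 6.0, 2.5 mM DTT, 0.005% Tween 20 | test system = STEP (striatal-enriched tyrosine phosphatase) enzyme, cell-free | measure = normalized % inhibition | compound dosing = 20 µM, 1% DMSO | also added = 25 µM OMFP | schedule = reaction 20 min, ambient temperature | measured by = fluorescence read at 480 nm ex / 540 nm em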
* hit, by the source's call; · = no result given; & = joins results of further samples.

SMILES	LMPTP block	MsrA inh	SUMO1 PPI mod	Scp-1 inhibitor	eLon inh	CendR NRP1 mod	MsrA act	Tb MetRS inh	DNMT1 block	STEP block
CCOc1ccc(S(=O)(=O)NCCC(=O)NC(C)CCc2ccccc2)cc1 (stereo not drawn)	-0.8	-1.2	-0.8	-2.0	-2.5	7.5	-3.9	-0.5	-0.6	-0.5
Cc1cccc(CSC(=N)N)c1	0.1	0.9	-1.9	-2.7	6.2	5.3	-5.1	-0.6	3.5	-1.8
CCOc1ccc(NC(=O)CSc2ncn[nH]2)c([N+](=O)[O-])c1	-1.6	1.1	-27.9	-4.6	15.4	4.8	-0.5	0.8	-2.4	0.7
Cc1ccc(C(=O)c2ccc([N+](=O)[O-])cc2)cc1C	-0.5	3.5	-31.5	-9.8	-8.1	-8.6	-0.1	3.1	0.6	0.8
O=C(NCC1CCCO1)C(C(=O)c1ccc(F)cc1)n1ccccc1=O (stereo not drawn)	0.4	1.2	-4.2	-1.3	8.7	-11.8	-2.0	-0.5	-2.8	0.8
O=C(OCC1CCC=CO1)C1CCC=CO1 (stereo not drawn)	1.4	0.4	-3.7	-3.9	-5.9	8.5	-10.7	-0.4	-6.9	-4.3
COc1cccc(C(=O)N2CCN(C(=O)C3CCCO3)CC2)c1 (stereo not drawn)	-2.0	0.2	2.5	-4.6	-4.8	-3.9	-3.2	0.3	-0.7	-0.1
O=C(C1CCCCN1S(=O)(=O)c1ccccc1[N+](=O)[O-])N1CCCCC1 (stereo not drawn)	-0.6	-0.4	-6.3	13.5	-12.7	6.9	-8.4	-1.4	-0.5	-1.5
NC(=O)c1ccc(Nc2ccc([N+](=O)[O-])cc2[N+](=O)[O-])cc1	1.8	3.5	-31.5	9.2	-1.9	6.4	-13.4	-0.8	21.8	3.4
Cc1cccc(S(=O)(=O)Nc2ccc(C)c3c2OC(C)(C)C3)c1	1.3	2.0	-1.2	-7.7	-1.0	-5.1	-2.7	0.1	3.8	-11.0
CCCC(=O)Nc1nn(CC(C)C)c2nc3cc(C)ccc3cc12	-1.9	0.6	-15.1	39.3	4.7	1.0	-8.0	-0.9	4.0	-2.1
COc1ccc(-c2c(C)nn(-c3ccccc3)c2N)cc1OC	-0.5	0.6	-7.9	-6.8	-3.3	-9.3	-3.2	-0.6	-2.0	-1.3
CC(NCc1cccs1)C(=O)Nc1cc(Cl)cc(Cl)c1 (stereo not drawn)	-0.2	1.1	6.8	-7.1	12.4	9.2	-2.3	-0.3	0.7	-2.5
CCCN(C(=O)c1cn(CC)c2nc(C)ccc2c1=O)c1c(N)n(Cc2ccccc2)c(=O)[nH]c1=O	-0.5	0.7	2.0	-3.6	-0.6	3.8	0.4	-0.6	-11.7	-0.8
CCCCOc1ncnc2c1[nH]c1ccc(C)cc12	1.6	0.8	6.9	-0.7	9.2	-10.9	-1.5	0.2	8.7	1.1

A stretch from the list above, as a working copy:
SMILES	LMPTP block	MsrA inh	SUMO1 PPI mod	Scp-1 inhibitor	eLon inh	CendR NRP1 mod	MsrA act	Tb MetRS inh	DNMT1 block	STEP block
CCOc1ccc(S(=O)(=O)NCCC(=O)NC(C)CCc2ccccc2)cc1 (stereo not drawn)	-0.8	-1.2	-0.8	-2.0	-2.5	7.5	-3.9	-0.5	-0.6	-0.5
Cc1cccc(CSC(=N)N)c1	0.1	0.9	-1.9	-2.7	6.2	5.3	-5.1	-0.6	3.5	-1.8

Continued:
SMILES	LMPTP block	MsrA inh	SUMO1 PPI mod	Scp-1 inhibitor	eLon inh	CendR NRP1 mod	MsrA act	Tb MetRS inh	DNMT1 block	STEP block
Cc1cccc(C)c1OCc1cc(C(=O)N2CCN(c3ccc(F)cc3)CC2)no1	-0.4	-0.7	6.9	-5.7	6.3	-0.2	-10.1	-1.0	6.7	-1.7
CC(=O)c1cccc(NC(=O)CNC(=O)Cc2cccc3ccccc23)c1	3.2	0.2	0.5	-3.8	0.7	7.4	-5.3	-0.1	-3.4	-2.3
Cc1onc(-c2ccccc2)c1C(=O)N1CCCSC1=Nc1ccccc1	1.2&1.5	-0.3&0.3	-3.0&0.7	4.7&-9.1	0.2&5.1	-2.5&20.7	-12.0&0.8	-0.6&0.1	5.4&-3.4	-0.3&-1.8
c1csc(Cn2nnnc2CN2CCN(c3nc4ccccc4s3)CC2)c1	0.8	0.5	0.1	-6.1	-0.9	-8.1	-4.1	-0.3	-4.7	-0.5
CN1CCN(S(=O)(=O)c2cccc(C(=O)N3CCN(c4ccccc4F)CC3)c2)CC1	1.9	-0.9	-2.9	12.3	-3.8	-9.3	-3.2	-0.3	10.0	5.5
COCCNC(=O)C(c1ccc(C)o1)N(C(=O)c1snc(C(N)=O)c1N)c1cccc(C)c1 (stereo not drawn)	-0.1	2.5	-21.1	-0.4	-2.8	-3.1	-6.8	-0.8	3.0	-2.9
Cc1cc(NC(=O)CSc2[nH]c(=O)cc(C(F)(F)F)c2C#N)no1	-0.3	-0.2	9.5	-2.2	0.7	-4.1	-12.7	-0.5	6.8	-0.6
Fc1ccc(Cn2nnc3ccccc32)cc1	-1.7	·	2.7	9.0	-2.4	3.6	-2.4	-0.4	-3.5	-1.1
CN(Cc1ccccc1)c1ncnc2ccc(Br)cc12	2.2	·	1.6	0.0	-4.2	17.2	-5.1	-0.4	-7.0	3.5
C=CCn1c(CSc2nc3ccccc3s2)nnc1SCC(=O)NCCN1CCOCC1	0.0	1.6	2.4	-7.3	2.2	-2.1	2.2	0.0	3.9	-2.8
NC(=O)c1sc2nc3c(c(-c4ccco4)c2c1N)CCCC3	0.2	1.3	-9.7	0.2	-2.4	-20.7	-1.6	0.1	-0.1	3.5
COc1ccccc1[C@H]1C(c2cccc(C)c2)=NN(c2ccccc2)[C@@H]1CO	0.9	0.8	0.3	-1.3	-4.3	-40.0	-9.8	-3.0	-15.2	-0.7
NC1=C([N+](=O)[O-])C(c2ccccc2)C2=C(CCCC2=O)O1 (stereo not drawn)	0.8	3.0	-5.0	-5.7	-4.9	-1.7	-10.8	-0.8	0.1	0.5
CC1(C)NC(=O)N(CCC(=O)Nc2cc(C(F)(F)F)ccc2Cl)C1=O	0.1	0.5	0.8	6.5	0.9	-8.9	-10.6	-0.5	3.1	-2.7
CC(=O)NCc1ccc(-c2csc(N)n2)s1	-0.3	0.4	-8.6	-10.8	6.9	-0.9	-0.6	-0.2	-20.7	1.7

Single records (already shown). Order of screens: LMPTP block, MsrA inh, SUMO1 PPI mod, Scp-1 inhibitor, eLon inh, CendR NRP1 mod, MsrA act, Tb MetRS inh, DNMT1 block, STEP block
Results for C=CCn1c(CSc2nc3ccccc3s2)nnc1SCC(=O)NCCN1CCOCC1 : 0.0, 1.6, 2.4, -7.3, 2.2, -2.1, 2.2, 0.0, 3.9, -2.8
Results for COCCNC(=O)C(c1ccc(C)o1)N(C(=O)c1snc(C(N)=O)c1N)c1cccc(C)c1 (stereo not drawn) : -0.1, 2.5, -21.1, -0.4, -2.8, -3.1, -6.8, -0.8, 3.0, -2.9

(listing goes on)
SMILES	LMPTP block	MsrA inh	SUMO1 PPI mod	Scp-1 inhibitor	eLon inh	CendR NRP1 mod	MsrA act	Tb MetRS inh	DNMT1 block	STEP block
CCc1c(C)nc2c(-c3ccccc3OC)c(C)[nH]n2c1=O	-1.6	0.6	0.1	-2.4	10.2	0.5	-5.2	-1.4	-2.7	0.4
CN(C(=O)CSC1=NCCS1)c1ccccc1	-2.3	0.3	-3.5	-17.6	-2.7	-3.4	-4.5	-1.5	3.2	3.9
C[C@@H](NC(=O)[C@@H]1Cc2ccccc2CN1)C(=O)NC1CCCC1	-1.2	-0.6	0.9	-11.0	-16.0	4.1	-1.5	0.1	0.3	-2.5
Cc1ccc(C(=O)N/N=C/c2cccc3ccccc23)cn1	0.1	3.5	-22.4	0.3	-4.4	-4.4	-7.2	-0.7	1.7	0.4
CCCN(C(=O)CSc1nnc(-c2ccoc2C)n1N)C1CCS(=O)(=O)C1 (stereo not drawn)	-1.9	0.5	-4.4	-5.5	-6.6	5.1	-5.7	-0.4	2.2	-1.9
CN(C)S(=O)(=O)c1ccc(N2CCCC2)c(C(=O)NNC(=O)c2ccc(Br)cc2)c1	0.0	0.0	-8.9	-6.8	-3.9	3.9	-4.3	4.0	-1.3	0.1
COc1ccc(Cl)cc1C(=O)NCCN(C)C	-1.6	1.6	0.9	-6.9	2.2	-6.7	-11.3	-0.9	1.1	-1.1
COCCNC(=O)c1cc2c(=O)n(C)c3ccccc3c2n1C	-0.3	0.1	3.1	-4.2	0.6	16.3	-2.3	-0.9	0.8	-1.0
NS(=O)(=O)c1ccc(CCNc2nc(CN3CCOCC3)nc3sc4c(c23)CCC4)cc1	3.2	-0.1	2.1	0.0	5.2	-5.0	-9.6	-0.6	-4.0	5.5
CN1CCN(C(=O)C2=C[C@H](c3coc4ccccc4c3=O)C[C@H](OCCCCO)O2)CC1	-2.8	-0.9	1.2	-2.3	4.2	0.8	-5.5	-0.4	4.0	-2.3
Cc1cc(N(C)Cc2ccccc2)nc2cc(O)ccc12	2.6	2.9	6.6	-5.9	4.7	1.5	1.0	0.1	-1.3	1.7
CCOC(=O)c1sc(=NC(=O)c2c(F)cccc2F)n(C)c1C	-1.4	1.1	1.9	-4.5	4.1	5.9	-4.5	-0.9	1.2	-2.6
CC(=O)c1cccc(CN2CCCC(CCC(=O)NCc3ccccc3F)C2)c1 (stereo not drawn)	-1.7	-1.3	0.3	-4.2	-2.8	-12.6	-3.6	-0.6	-0.1	-1.5
CS(=O)(=O)c1ccc(C(=O)NNC(=O)c2cc(-c3ccccc3)n[nH]2)cc1	-1.2	0.3	0.8	-7.7	-1.7	1.6	-1.5	-0.4	0.7	-4.8
Nc1nc(Nc2ccc(Cl)cc2Cl)nc(C(F)(F)F)n1	0.2	1.9	1.6	-4.6	-7.2	-7.9	-4.8	0.1	0.6	5.5
Cn1cc(C(=O)Nc2ccc(F)c(Cl)c2)cn1	-1.1	-0.2	-1.4	-5.3	-6.4	-4.4	-0.4	0.4	1.0	0.8
Brc1cc2c(cc1CSc1ncccn1)OCO2	0.5	1.6	6.1	-0.8	-4.1	-6.1	-12.9	-0.7	0.2	-6.4
O=C1O[C@@H](c2ccccc2)C[C@@H](O)C(=O)CCc2ccccc21	-0.6	0.1	-0.3	·	-1.7	1.6	1.7	-0.2	·	·
O=C(c1cc2cc(Br)ccc2o1)N1CCN(c2ccccc2)CC1	-0.3	-0.1	4.1	-1.8	-14.6	-5.5	5.7	-0.5	5.3	-0.3

An excerpt from above in order of the MsrA inh value, descending:
canonical_smiles	MsrA inh
Brc1cc2c(cc1CSc1ncccn1)OCO2	1.6
O=C1O[C@@H](c2ccccc2)C[C@@H](O)C(=O)CCc2ccccc21	0.1
Cn1cc(C(=O)Nc2ccc(F)c(Cl)c2)cn1	-0.2
